FBA Mtb inh: inhibits M. tuberculosis FBA enzyme | P9WQA3 | purified M. tuberculosis FBA, fluorescence read-out | inhibition, % at 1 µM | actives 2.3% (n = 360,000); in the data active = inhibition above about 27%;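 also: 0% = vehicle and 100% = reference inhibitor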
Target sequence (P9WQA3 whole entry, looked up): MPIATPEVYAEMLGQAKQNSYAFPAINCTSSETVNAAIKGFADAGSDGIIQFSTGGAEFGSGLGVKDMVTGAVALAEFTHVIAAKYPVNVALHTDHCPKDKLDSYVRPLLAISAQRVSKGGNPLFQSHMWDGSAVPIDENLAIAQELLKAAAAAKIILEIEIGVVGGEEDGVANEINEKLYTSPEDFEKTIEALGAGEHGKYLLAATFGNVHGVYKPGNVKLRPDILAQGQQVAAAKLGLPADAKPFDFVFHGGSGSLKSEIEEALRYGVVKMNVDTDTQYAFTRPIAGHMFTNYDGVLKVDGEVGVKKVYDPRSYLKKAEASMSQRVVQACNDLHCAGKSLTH
FadD28 FP inh: inhibitors of Mycobacterium tuberculosis FadD28 bisubstrate binding | actives 0.22% (n = 360,000) | FadD28 bisubstrate probe binding, fluorescence polarization | inhibition, % at 12.5 µM; in the data active = inhibition above about 8.5%, passing the limit was not always enough; inconclusive = no clear call, values can overlap the other calls
Mtb BioA inh: BioA (M. tuberculosis) enzyme inhibition | actives 0.096% (n = 360,000) | inhibition, % at 9.99 µM | purified M. tuberculosis BioA enzyme, plate reader | AID 602481; in the data active = inhibition above about 40%; inconclusive = no clear call, values can overlap the other calls
BoNT-F LC inh: inhibitors of Botulinum neurotoxin F light chain protease; actives 0.22% (n = 360,000); inhibition, % at 10 µM; Multiplex microsphere protease cleavage assay, flow cytometry; in the data active = inhibition above about 35%, passing the limit was not always enough; inconclusive = no clear call, values can overlap the other calls; also: plate controls were buffer without enzyme for full effect and enzyme alone for no effect
CCHF vOTU inh: blocks the CCHF virus ovarian tumor domain protease. CCHFV vOTU protease, Pep-AMC fluorescence. actives 0.55% (n = 370,000). inhibition, % at 11.5 µM; also: 0% = vehicle wells with enzyme and 100% = no enzyme wells
GDH-TPI inh: inhibits GDH-TPI coupling enzymes, artifact for Mtb FBA screen. inhibition, % at 4.8 µM. GDH-TPI coupled enzyme counterscreen, NADH absorbance. actives 1.2% (n = 360,000);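 also: 0% = DMSO wells and 100% = wells lacking the enzyme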
MazEF act: activators of E. coli MazEF toxin-antitoxin RNase. FAM/BHQ RNA-DNA oligo cleavage fluorescence, 5 h. activation, % at 20 µM. P0AE70. actives 0.32% (n = 350,000). AID 504720; in the data active = activation above about 50%
Target sequence (P0AE70 whole entry, looked up): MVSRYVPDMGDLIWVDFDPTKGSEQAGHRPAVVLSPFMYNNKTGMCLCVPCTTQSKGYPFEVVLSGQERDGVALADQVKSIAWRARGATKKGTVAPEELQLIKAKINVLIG
Mtb UGM inh: blocks M. tuberculosis UGM enzyme; AID 504406; inhibition, % at 10 µM; actives 0.06% (n = 320,000); purified UGM, fluorescence polarization probe displacement; P9WIQ1; in the data active = inhibition above about 10%, passing the limit was not always enough; inconclusive = no clear call, values can overlap the other calls
VHR inh abs: DUSP3 (human) phosphatase inhibition; P51452; recombinant VHR phosphatase, pNPP absorbance; inhibition, % at 13.3 µM; actives 0.52% (n = 290,000); AID 1654; in the data active = inhibition above about 50%; also: some compounds called inactive have numbers as strong as hits
Target sequence (P51452 whole entry, looked up): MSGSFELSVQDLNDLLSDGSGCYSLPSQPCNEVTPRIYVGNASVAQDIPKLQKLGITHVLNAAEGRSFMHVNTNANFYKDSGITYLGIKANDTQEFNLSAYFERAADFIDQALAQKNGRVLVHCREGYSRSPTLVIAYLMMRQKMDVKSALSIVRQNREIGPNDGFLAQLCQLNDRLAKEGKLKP
Rv3671c inh: inhibits the M. tuberculosis serine protease Rv3671c | actives 0.048% (n = 320,000) | P9WHR9 | inhibition, % at 5.96 µM; in the data active = inhibition above about 38%;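 also: extracellular domain of Rv3671c used as enzyme; 0% = enzyme with DMSO and 100% = no enzyme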
Target sequence (P9WHR9 whole entry, looked up, the tested form may be a part): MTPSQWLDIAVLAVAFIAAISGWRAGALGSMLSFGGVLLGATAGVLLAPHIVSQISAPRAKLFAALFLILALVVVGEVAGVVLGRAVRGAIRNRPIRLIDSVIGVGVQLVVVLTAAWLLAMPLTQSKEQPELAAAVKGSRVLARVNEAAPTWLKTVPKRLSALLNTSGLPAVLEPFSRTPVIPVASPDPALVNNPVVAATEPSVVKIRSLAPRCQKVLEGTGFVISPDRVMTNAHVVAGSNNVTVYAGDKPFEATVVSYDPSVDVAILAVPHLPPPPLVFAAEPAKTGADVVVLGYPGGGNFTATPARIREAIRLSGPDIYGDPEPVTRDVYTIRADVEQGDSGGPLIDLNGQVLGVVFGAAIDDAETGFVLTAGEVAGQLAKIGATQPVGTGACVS
* marks the source's active call; other numbers are inactive results; u = inconclusive; x = not tested or not shown; + = active, no number. Rule as the data show it, unless noted: active = inhibition above about 30%; inactive = the rest.

SMILES | FBA Mtb inh | FadD28 FP inh | Mtb BioA inh | BoNT-F LC inh | CCHF vOTU inh | GDH-TPI inh | MazEF act | Mtb UGM inh | VHR inh abs | Rv3671c inh
O=C(c1c[nH]c(C(=O)C(Cl)(Cl)Cl)c1)c1ccccc1F | 0 | -1.0 | -0.7 | -5 | -12 | 5 | -1 | 1.6 | 10 | 1
CCCn1nc(C(=O)OCC(=O)Nc2cccc(S(N)(=O)=O)c2)c2ccccc2c1=O | 7 | -2.8 | -1.2 | -1 | -3 | -5 | 4 | -0.3 | 4 | 4
CCN(CC)S(=O)(=O)c1ccc(-c2nnc(SCC(=O)Nc3nc(C)cs3)o2)cc1 | 3 | 1.3 | -1.9 | 3 | 15 | 12 | 8 | 1.0 | 17 | 4
O=C(Cc1n[nH]c(=O)c2ccccc12)N1CCN(c2ccc(F)cc2)CC1 | 6 | -2.5 | x | 7 | -3 | -11 | -1 | -2.7 | 23 | 8
COc1cccc(NC(=O)CCNS(=O)(=O)c2cccc3nsnc23)c1 | 0 | 1.2 | x | 3 | 3 | 4 | 3 | 1.8 | 4 | -5
CCOC(=O)c1cn2cccnc2n1 | 104* | 0.9 | 2.4 | -3 | -38 | 11 | 2 | -0.4 | 12 | 6
Cc1cc(C(=O)OCC(=O)c2c(N)n(C)c(=O)n(C)c2=O)c(C)o1 | 0 | -2.9 | x | -2 | 3 | -14 | 2 | -2.4 | 7 | 3
Cc1c(C)c2c(OCC(=O)NC3CC3)cc3c(c2oc1=O)CCC(C)(C)O3 | + | -1.0 | 6.6 | 2 | -157 | 13 | 9 | 2.3 | 0 | -5
COc1cc2nc(CN(C)Cc3ccc(Cl)cc3)[nH]c(=O)c2cc1OC | 3 | -2.6 | x | 0 | 1 | -3 | 7 | -2.5 | -10 | 8
O/N=C/c1ccccc1OCc1ccccc1Cl | -8 | -8.1 | 1.1 | 7 | 11 | -10 | 5 | -2.8 | 32 | -2

Pulled by compound from the entries so far:
SMILES | FBA Mtb inh | FadD28 FP inh | Mtb BioA inh | BoNT-F LC inh | CCHF vOTU inh | GDH-TPI inh | MazEF act | Mtb UGM inh | VHR inh abs | Rv3671c inh
CCN(CC)S(=O)(=O)c1ccc(-c2nnc(SCC(=O)Nc3nc(C)cs3)o2)cc1 | 3 | 1.3 | -1.9 | 3 | 15 | 12 | 8 | 1.0 | 17 | 4
O=C(c1c[nH]c(C(=O)C(Cl)(Cl)Cl)c1)c1ccccc1F | 0 | -1.0 | -0.7 | -5 | -12 | 5 | -1 | 1.6 | 10 | 1
CCCn1nc(C(=O)OCC(=O)Nc2cccc(S(N)(=O)=O)c2)c2ccccc2c1=O | 7 | -2.8 | -1.2 | -1 | -3 | -5 | 4 | -0.3 | 4 | 4
Cc1cc(C(=O)OCC(=O)c2c(N)n(C)c(=O)n(C)c2=O)c(C)o1 | 0 | -2.9 | x | -2 | 3 | -14 | 2 | -2.4 | 7 | 3
COc1cccc(NC(=O)CCNS(=O)(=O)c2cccc3nsnc23)c1 | 0 | 1.2 | x | 3 | 3 | 4 | 3 | 1.8 | 4 | -5

Other compounds.
SMILES | FBA Mtb inh | FadD28 FP inh | Mtb BioA inh | BoNT-F LC inh | CCHF vOTU inh | GDH-TPI inh | MazEF act | Mtb UGM inh | VHR inh abs | Rv3671c inh
Cc1ccc(NC(=O)C(C)N2CCN(C)CC2)cc1S(=O)(=O)N1CCOCC1 (stereo not drawn) | 0 | -1.7 | 0.1 | -2 | -10 | -10 | -2 | -0.5 | x | -2
Cc1cc(C)cc(C(=O)NC(CC(N)=O)c2ccc(N3CCC(Br)CC3)c([N+](=O)[O-])c2)c1 (stereo not drawn) | 0 | -2.1 | 1.0 | -6 | 5 | 10 | -9 | -2.6 | 17 | -1
CS(=O)(=O)N(CC(=O)Nc1cccnc1)c1ccc2c(c1)OCO2 | 1 | -2.4 | 2.0 | -3 | 3 | 6 | 1 | -12 | 13 | 3
CCOc1cccc(OCCOCCN(C)C)c1 | 2 | 1.2 | 0.3 | 1 | 0 | 6 | 4 | -0.5 | -2 | -2
CCCN1CCN(C(=O)CN2C(=O)CC(C)(C)S(=O)(=O)c3ccccc32)CC1 | 2 | 0.7 | -0.6 | -9 | 8 | 8 | 4 | -2.3 | 25 | -3
COc1ccc(N2CCN(C3CCCN(C(=O)CN4CCCCC4=O)C3)CC2)cc1 (stereo not drawn) | -1 | 0.8 | -1.8 | 1 | 9 | -3 | 0 | -1.2 | -6 | -2
CCOC(=O)C1=C(c2ccccc2)Nc2ncnn2C1c1cccc(OC)c1OC (stereo not drawn) | 4 | -3.6 | 7.4 | 11 | 8 | -3 | 6 | 0.8 | -9 | 2
O=C(COC(=O)c1ccc(F)cc1F)Nc1cccc(S(=O)(=O)N2CCOCC2)c1 | -1 | 0.0 | -2.1 | 0 | 3 | 3 | -3 | x | x | x
O=C(O)c1cccc(N2C(=O)c3ccc(C(=O)c4cccc([N+](=O)[O-])c4)cc3C2=O)c1 | 8 | -0.4 | x | x | -8 | 8 | 2 | -1.5 | 5 | -6
COc1ccc(C2SCC(=O)N2CCCN(C)C)cc1 (stereo not drawn) | 3 | -2.8 | x | 11 | 26 | 0 | 5 | 0.2 | 15 | 15
CC(=O)Nc1cccc2c1C(=O)N(c1ccc(OC(C)=O)cc1)C2=O | -1 | -2.1 | x | 0 | 10 | 3 | -2 | 3.8 | 18 | 1
CC(CO)N1CCS(=O)(=O)CC1 (stereo not drawn) | -3 | -3.6 | 0.7 | 7 | -1 | 10 | -7 | -1.7 | 28 | 4
CC(C)N(CCNC(=O)c1ccc(OCC2CCCO2)cc1)C(C)C (stereo not drawn) | 2 | 0.4 | 3.8 | 8 | 2 | -6 | -8 | -0.9 | 5 | 0
CCOC(=O)CC(=O)CSc1ncnc2c1nnn2-c1ccc(OC)cc1 | 11 | -1.8 | x | -3 | 9 | 18 | 3 | 0.0 | 4 | 6
OC1(C#CCN2CCCC2)CCCCC1 | 1 | -2.4 | -0.8 | u | -2 | -13 | 8 | -1.3 | -4 | -5
CCc1ccc(N2CC(C(=O)NCc3ccc4c(c3)OCO4)CC2=O)cc1 (stereo not drawn) | 1 | -11 | -1.2 | -2 | 1 | -21 | 3 | -0.6 | 15 | 1
Cc1ccccc1N1CCN(C2CCCN(C(=O)CCN3CCCCO3)C2)CC1 (stereo not drawn) | -2 | -0.5 | -0.2 | 5 | -10 | -9 | 6 | 1.5 | 23 | 5
Cc1ccc(CN2CC(C(=O)Nc3ccc(S(=O)(=O)N4CCCCC4)cc3)CC2=O)cc1 (stereo not drawn) | 6 | -2.5 | 0.8 | 8 | 6 | 9 | 2 | -0.3 | -7 | -19
Cc1c(Cl)cccc1NC(=O)C1NC(=O)CC1c1ccccc1 (stereo not drawn) | 6 | -2.7 | -1.8 | -5 | -7 | 10 | -16 | 0.4 | 38 | 6
CCCCN1CC(N2CCN(C)CC2)CS1(=O)=O (stereo not drawn) | 2 | 0.5 | 0.8 | 7 | 10 | x | x | x | x | x
O=C(CSc1nc2ccccc2c(=O)n1Cc1ccco1)NCCN1C(=O)CSC1=O | -2 | -0.5 | -0.8 | -8 | -2 | 1 | 8 | -2.6 | 29 | -5
OCC[C@H]1C[C@@H](O)[C@H](O)[C@]2(CCCO2)O1 | 5 | 1.6 | -3.0 | -2 | -2 | 16 | 1 | -1.5 | x | -6
Cc1ccc(S(=O)(=O)N2CCOCC2)cc1NC(=O)Cn1c(=O)ccn(Cc2ccccc2)c1=O | -1 | -3.0 | -2.0 | x | -3 | 0 | 4 | x | x | x
CC(=O)N(C1=NCCCS1)c1ccc(F)cc1 | 0 | -0.6 | x | 1 | -14 | -6 | 2 | 4.1 | 28 | 1
O=C(c1ccccc1Br)N1CCn2c1nc1ccccc12 | 0 | -2.4 | x | -3 | 4 | -3 | 4 | 3.5 | 10 | -4
COc1ccc(-c2cc3c(=O)n(CC(=O)NCCCc4ccccc4)ncn3n2)cc1 | 3 | -2.8 | -1.4 | -9 | -4 | 1 | -9 | -0.9 | 6 | 7
COC(=O)c1cc(OCC(=O)Nc2ccc3c(c2)CCC3)cc(C(=O)OC)c1 | -2 | -1.8 | -0.9 | 17 | -12 | -2 | -1 | 2.3 | x | -14
CC(=O)N(C(C)=O)c1nc2nc(C)cc(C)n2n1 | 0 | -0.5 | 0.3 | -2 | 3 | -1 | -11 | -0.6 | -15 | 5
COc1ccc(N2CCN(S(=O)(=O)c3cc4c5c(c3)C(C)C(=O)N5CCC4)CC2)cc1 (stereo not drawn) | 0 | -3.0 | 0.9 | 4 | 14 | 0 | 3 | -0.7 | x | 4
CC(=NCCCNC1CCCCC1)C1=C(O)CC(C)(C)CC1=O | -2 | -3.0 | 0.6 | 1 | 11 | 0 | -5 | -2.8 | 1 | 1
COc1ccccc1-n1c(CNC(=O)COc2ccccc2)n[nH]c1=S | 1 | -1.8 | -0.1 | -8 | -15 | 1 | -9 | 3.5 | 33 | 4
O=C(NCc1ccccc1C(F)(F)F)C1CC(c2cccc(F)c2)=NO1 (stereo not drawn) | 1 | -0.9 | -0.1 | 0 | 13 | 8 | 4 | -0.8 | 15 | 11
CCc1c(-c2ccccc2)nc2sc3c(c2c1N)CCCC3 | 1 | -0.7 | x | 0 | 7 | 9 | 8 | 1.3 | 13 | 8
COc1ccc(NC(=O)c2oc3ccccc3c2CSC)cc1S(=O)(=O)N1CCOCC1 | -1 | -0.1 | 0.9 | 4 | -1 | 2 | 5 | 1.0 | x | 1
C=CCN(c1ccccc1OC)S(=O)(=O)c1cccc(C(=O)NCc2cccs2)c1 | 4 | -0.3 | -0.2 | 8 | 0 | 3 | 7 | x | x | x
Cc1ccc2nc3c(cc2c1)c(NC(=O)c1ccco1)nn3CC(C)C | 4 | -4.5 | x | u | -17 | -13 | 3 | -1.9 | 8 | -6
O=C(c1ccco1)N1CCN(C(=O)c2cc3ccccc3oc2=O)CC1 | 2 | 0.5 | 0.4 | u | 12 | 10 | 9 | 0.5 | 11 | 4
Cc1ccc(C)c(NC(=O)NCc2ccccn2)c1 | 2 | -8.1 | -2.5 | -14 | 5 | 2 | -10 | 2.2 | 10 | -9
COc1ccc(-c2nc(CSCC(=O)N3CCc4ccccc4C3)c(C)o2)cc1OC | 4 | -3.4 | 0.2 | -5 | 17 | -1 | -1 | -2.3 | -12 | 11
CCOc1ccc(S(=O)(=O)Nc2ccccc2C(=O)NCc2ccco2)cc1 | 19 | -3.1 | 0.1 | 4 | -4 | -2 | -11 | 0.6 | -4 | -12
CC1CC(C)CN(CC(=O)NNC(=O)COc2ccc(Cl)cc2)C1 (stereo not drawn) | -3 | x | -1.0 | -6 | -4 | -1 | -2 | -0.8 | x | -2
O=C(OCn1nnc2ccccc2c1=O)C1=COCCO1 | -4 | -1.6 | x | -9 | 7 | 11 | 0 | -0.2 | 33 | -1
COc1ccc(NC(=O)C2CCCN2C(=O)OC(C)(C)C)cc1 (stereo not drawn) | -4 | -1.9 | 0.3 | -18 | -5 | 2 | 9 | 1.0 | 11 | -1
O=S(=O)(c1cccc(F)c1)N1CCCN(c2ccc(C(F)(F)F)cn2)CC1 | 2 | -2.9 | 0.0 | -2 | -7 | -4 | 1 | -5.4 | 5 | 6
CCOC(=O)c1cc2ccccc2n1CCN(CC)CC | 9 | -1.2 | -0.4 | 6 | 0 | 1 | -3 | -0.7 | -21 | 0
N#CCSc1nccc(-c2cc(Cl)sc2Cl)n1 | 10 | -2.3 | -0.4 | -4 | -2 | 5 | 6 | 0.2 | 14 | 12
Cc1ccc(-n2nnnc2-c2cnc(-c3cccnc3)nc2C(F)(F)F)cc1 | 4 | u | -2.6 | -7 | 0 | -4 | -6 | -0.8 | 2 | -5
COCCNC(=S)N1CCN(c2nc(-c3ccccc3)cs2)CC1 | 1 | -3.1 | 2.1 | 5 | 6 | 9 | 0 | 0.0 | 5 | 0
O=C(Cn1nc2n(c1=O)-c1ccccc1SC2)N/N=C/c1ccncc1 | 1 | -1.9 | x | -9 | -11 | 1 | -8 | 0.4 | 25 | 1

Bioassay records: PubChem, several laboratories
